Screening results deposited in PubChem BioAssay by several laboratories.
ABCB6 inh 2: human ABCB6 transporter inhibition | Q9NP58 | fluorescence ratio to DMSO, % at 10 µM | actives 0.19% (n = 360,000) | K562-ABCB6 porphyrin accumulation, flow cytometry, 1 h; active compounds read low | AID 602162;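 active = fluorescence ratio to DMSO below 75%, the collection mean minus 3 SD; inconclusive = too few cells collected in the well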;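 note: signal is porphyrin accumulated inside mitochondria; 100% equals median channel fluorescence of DMSO control wells; lower ratio means ABCB6 inhibition with less porphyrin fluorescence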
aDG glyco up: alpha-DG glycosylation activation; Pro5-aDG cells, alpha-DG glycosylation AlphaScreen (IIH6); 0% Pro5, 100% B10-LARGE cell signal; activation, % at 10 µM; actives 0.22% (n = 360,000); AID 624168;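 active = activation of at least 8% versus controls, or a plate z-score of at least 8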;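 note: Pro5 are CHO cells carrying HIG-tagged alpha-DG that lacks glycosylation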
H9c2 protect: modulators protecting cardiomyocytes from myocardial damage; AID 588492; H9c2 cardiomyocytes, H2O2 injury protection, ATPLite, 2 h; actives 0.63% (n = 360,000); protection from H2O2 cell death, % at 20 µM;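 active = compounds giving at least 50% protection of heart cells from peroxide-induced death in the single-dose screen, raw or plate-pattern-corrected value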;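 note: 0% = DMSO wells with peroxide and 100% = DMSO wells without peroxide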
Granule exo inh: blocks lytic granule exocytosis; actives 0.66% (n = 360,000); TALL-104 LAMP-1 surface exposure, flow cytometry; cells stimulated with thapsigargin and PMA; inhibition, % at 10 µM;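 active = inhibition above about 55%, limit read from the data; inconclusive = no clear call, values can overlap the other calls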
HTR2A ag: activates the mouse 5-HT2A serotonin receptor. P35363. CHO-K1 mHTR2A beta-arrestin complementation, luminescence; percent of 30 µM serotonin response. activation, % at 7.6 µM. actives 0.66% (n = 360,000). AID 624169;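 active = activation above a run cutoff, the mean activation of all tested compounds plus 3 SD, cut at about 14% in these data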;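 note: 0% = plate median of compound wells and 100% = 30 µM serotonin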
Target sequence (P35363 whole entry, looked up): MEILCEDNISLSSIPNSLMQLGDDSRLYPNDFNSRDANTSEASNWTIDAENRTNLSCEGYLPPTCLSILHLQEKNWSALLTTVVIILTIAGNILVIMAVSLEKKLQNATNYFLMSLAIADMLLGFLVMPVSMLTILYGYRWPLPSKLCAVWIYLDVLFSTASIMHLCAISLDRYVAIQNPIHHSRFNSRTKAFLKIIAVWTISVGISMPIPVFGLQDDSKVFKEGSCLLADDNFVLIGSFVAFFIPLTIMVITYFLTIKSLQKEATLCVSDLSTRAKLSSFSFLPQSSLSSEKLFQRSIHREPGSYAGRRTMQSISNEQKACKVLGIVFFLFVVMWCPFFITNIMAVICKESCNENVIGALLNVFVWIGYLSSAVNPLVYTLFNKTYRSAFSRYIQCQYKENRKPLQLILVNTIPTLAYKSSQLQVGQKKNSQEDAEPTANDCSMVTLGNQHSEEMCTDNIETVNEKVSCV
MC4R antag cAMP: blocks human MC4R cAMP signaling; P32245; MC4R-expressing cells, MTII-stimulated cAMP, LANCE TR-FRET; inhibition, % at 6.5 µM; actives 0.48% (n = 360,000); AID 540295;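 active = inhibition above its plate's cutoff, the mean of tested wells on that plate plus 3 SD, cut at about 29% in these data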;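 note: 0% = Melanotan II alone and 100% = Melanotan II plus saturating MCL0020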
Target sequence (P32245 whole entry, looked up): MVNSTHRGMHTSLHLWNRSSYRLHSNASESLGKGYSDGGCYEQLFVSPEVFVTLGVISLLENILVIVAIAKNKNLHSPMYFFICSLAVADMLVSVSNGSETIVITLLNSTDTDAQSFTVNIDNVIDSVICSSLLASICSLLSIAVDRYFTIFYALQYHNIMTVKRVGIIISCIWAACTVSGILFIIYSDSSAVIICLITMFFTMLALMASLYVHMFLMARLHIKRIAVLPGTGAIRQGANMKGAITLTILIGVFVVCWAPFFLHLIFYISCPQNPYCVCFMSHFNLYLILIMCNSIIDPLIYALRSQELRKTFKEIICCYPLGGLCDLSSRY
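Test system: U2OS cells stably expressing human melanocortin 4 receptor (MC4R); also added: Melanotan II challenge; compound: 6.5 µM single dose; timing: 30-min compound preincubation, 1-h Melanotan II challenge, 1-h detection, room temperature; signal: Eu-cAMP/anti-cAMP TR-FRET, emission 671 nm; repeats: one well per compound, no replicates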
iPSC survival up: enhancers of human iPSC single-cell survival | hiPSC single-cell survival, ATPlite luminescence; 100% = ROCK inhibitor wells, 0% = DMSO | survival enhancement, % at 20 µM | actives 0.044% (n = 360,000); in the data active = survival enhancement above about 18%;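 note: cells exposed to compounds for 16 hours before the ATP read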
MC4R ag barr: human MC4R agonism via beta-arrestin; U2OS MC4R beta-arrestin complementation, luminescence; percent of melanotan II response, DMSO zero; P32245; actives 0.98% (n = 360,000); activation, % at 8.9 µM; AID 540308;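 active = activation above a per-plate cutoff, the mean activation of sample wells on that plate plus 3 SD, cut at about 8% in these data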
ABHD5 PLIN5 PPI: ABHD5-PLIN5 protein interaction inhibition; Q00G26+Q8WTS1; Split G. princeps luciferase complementation, luminescence, 4 h; inhibition, % at 4 µM; actives 0.78% (n = 360,000); AID 602281;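 active = inhibition above the mean inhibition across every tested compound plus 3 SD, cut at about 22% in these data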;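 note: 0% = DMSO only wells and the 100% control is not disclosed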
Glyco luc inh: blocks N-linked glycosylation in D54 reporter cells; reporter increase, % at 12.5 µM; D54 ERlucT glycosylation luciferase reporter, 24 h; percent of 100 nM tunicamycin response; actives 0.23% (n = 360,000);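 active = mean luciferase reporter signal, scaled so untreated is 0 and the glycosylation-blocking control 100, at or above a set limit in every replicate; inconclusive = mean reaches the limit but not every replicate does; inactive = mean below the limit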;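 note: luciferase carries N-glycosylation sites so blocking glycosylation raises the light; 0% = median of neutral control wells and 100% = median of 100 nM tunicamycin wells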
* marks the source's active call; other numbers are inactive results; i = inactive; ? = inconclusive.

SMILES | ABCB6 inh 2 | aDG glyco up | H9c2 protect | Granule exo inh | HTR2A ag | MC4R antag cAMP | iPSC survival up | MC4R ag barr | ABHD5 PLIN5 PPI | Glyco luc inh
COc1ccc(C2CC(c3cccs3)=NN2C(=O)CSc2nc(=O)n3cc(C)ccc3n2)cc1 (stereo not drawn) | 100 | 0.1 | 9 | 0 | -16 | -15 | -0.5 | -3.0 | 1 | 0
COc1cccc(/C=C2\SC(=S)N(C(Cc3ccccc3)C(=O)O)C2=O)c1 (stereo not drawn) | 526 | 0.2 | -4 | 3 | -3 | 6 | 0.9 | -1.9 | -4 | 1
Cc1ncc2c(n1)-c1cc(F)ccc1SC2 | 97 | 0.0 | 2 | 2 | -1 | -4 | -0.6 | -0.4 | -5 | 1
CCOC(=O)CC1COCCN1C(=O)CCc1nnc(-c2ccsc2)o1 (stereo not drawn) | i | -0.2 | 1 | 8 | 4 | 8 | -1.4 | -2.1 | 4 | 0
Cc1cc(C(F)(F)F)nc(CCNCc2c(C(=O)N3CCCC3)nc3ccccn23)n1 | 98 | 0.1 | 0 | -1 | -5 | -6 | 0.6 | -2.9 | 4 | -1
COc1cccc(CN2CCCN(S(=O)(=O)c3ccc(Br)cc3)CC2)c1 | 91 | 0.0 | -4 | 0 | 29* | -3 | 0.2 | 1.3 | 4 | -1
Cc1cc(C)c(S(=O)(=O)N2CCN(C(=O)c3ccc(-n4nc(C)c(Cl)c4C)cc3)CC2)c(C)c1 | 96 | 1.0 | -12 | 10 | 4 | 5 | -0.5 | -0.5 | -3 | -6
N#C/C(=C/c1cccc(C(F)(F)F)c1)c1nc(CCN2C(=O)c3ccccc3C2=O)cs1 | 96 | -0.1 | -11 | -1 | 0 | 11 | -3.4 | -0.3 | 0 | 0
COc1ccnc(Oc2ccc(Cl)cc2)c1C#N | 90 | 1.2 | 3 | 0 | -1 | 12 | 0.7 | 1.3 | -5 | 0
CCCN1CCN(C(=O)CCCNC(=O)c2ccc(Cl)cc2)CC1 | 99 | -0.1 | 14 | 13 | 0 | 0 | 0.1 | -0.4 | 9 | -2
O=C(COC(=O)[C@@H]1CCCN1S(=O)(=O)c1ccc(Cl)cc1)NCC(F)(F)F | 100 | 0.2 | 9 | -7 | 1 | 26 | 0.5 | 0.3 | -2 | 0
O=C(NCCN1CCCC1)c1cc(-c2ccncc2)nc2ccc(S(=O)(=O)N3CCOCC3)cc12 | 99 | 0.8 | 3 | 1 | 3 | 4 | 0.0 | -1.3 | 1 | -1
O=C(NNS(=O)(=O)c1ccc(F)cc1)c1ccccc1F | 98 | 0.0 | 9 | -3 | -2 | -2 | -0.5 | 0.2 | -4 | 0
CC(OC(=O)c1ccncc1)C(=O)NC1CCCC1 (stereo not drawn) | 95 | 0.1 | 10 | -4 | -1 | -4 | 0.1 | -2.5 | 3 | 0
CC(C)C(C(=O)NCC1CCCO1)N(Cc1cccs1)C(=O)CNS(=O)(=O)c1ccccc1 (stereo not drawn) | 100 | 0.1 | 6 | 1 | -3 | 15 | 2.2 | -3.0 | 2 | 1
COc1cc(-c2nc3cnccn3c2Nc2ccc(C(C)C)cc2)ccc1O | 92 | 0.4 | 11 | 1 | 3 | -3 | 0.1 | 2.8 | 3 | ?
O=C(NCC1CCCO1)c1cccc(C(=O)NCC2CCCO2)c1 (stereo not drawn) | 90 | 0.0 | 7 | -2 | 0 | -2 | -0.7 | -1.1 | 1 | 3
Cc1cc(Nc2c(C#N)c(N)nn2C)ccc1F | 96 | 0.4 | -5 | -1 | 2 | -4 | 0.5 | 0.4 | 2 | 0
Cc1nc2sc(C(c3ccco3)N3CCN(c4ccc(F)cc4)CC3)c(O)n2n1 (stereo not drawn) | 99 | 0.0 | 1 | 1 | -8 | 10 | 2.1 | -1.4 | -5 | -3
COCCCNC(=O)c1ccc2nc3ccccc3c(=O)n2c1 | 102 | -0.2 | 13 | 3 | 0 | 5 | -2.2 | -0.2 | 1 | -6
Cc1cccc2sc(NC(=O)[C@H](C)N3C(=O)C4CC=CCC4C3=O)nc12 (stereo partly drawn) | 97 | 0.2 | 10 | -2 | 10 | 1 | -0.6 | -2.3 | -2 | 1
COc1cc(OC)cc(C(=O)Nc2ccc3nc4n(c(=O)c3c2)CCCC4)c1 | 100 | 0.0 | 14 | 3 | 5 | -7 | -0.3 | 0.5 | 10 | 0
CCOC(=O)C1=CN(Cc2cccc(F)c2)S(=O)(=O)N(C)C1c1ccccc1 (stereo not drawn) | 96 | 0.0 | -8 | 5 | -3 | -3 | -1.3 | -1.5 | -7 | -1
Cc1cc(C)c2c(CN3CCC(C)CC3)cc(=O)oc2c1C | 96 | 1.1 | -11 | 2 | 3 | 6 | -0.7 | 1.6 | -9 | -2
CC(=O)n1nc(-c2ccccc2)cc1-c1ccccc1 | 103 | 0.1 | -9 | 7 | -3 | 11 | -0.3 | 4.8 | 2 | -1

Among those listed so far, three contain a CF3 group:
SMILES | ABCB6 inh 2 | aDG glyco up | H9c2 protect | Granule exo inh | HTR2A ag | MC4R antag cAMP | iPSC survival up | MC4R ag barr | ABHD5 PLIN5 PPI | Glyco luc inh
Cc1cc(C(F)(F)F)nc(CCNCc2c(C(=O)N3CCCC3)nc3ccccn23)n1 | 98 | 0.1 | 0 | -1 | -5 | -6 | 0.6 | -2.9 | 4 | -1
N#C/C(=C/c1cccc(C(F)(F)F)c1)c1nc(CCN2C(=O)c3ccccc3C2=O)cs1 | 96 | -0.1 | -11 | -1 | 0 | 11 | -3.4 | -0.3 | 0 | 0
O=C(COC(=O)[C@@H]1CCCN1S(=O)(=O)c1ccc(Cl)cc1)NCC(F)(F)F | 100 | 0.2 | 9 | -7 | 1 | 26 | 0.5 | 0.3 | -2 | 0

The listing picks up with the 2 entries that preceded the break.
SMILES | ABCB6 inh 2 | aDG glyco up | H9c2 protect | Granule exo inh | HTR2A ag | MC4R antag cAMP | iPSC survival up | MC4R ag barr | ABHD5 PLIN5 PPI | Glyco luc inh
Cc1cc(C)c2c(CN3CCC(C)CC3)cc(=O)oc2c1C | 96 | 1.1 | -11 | 2 | 3 | 6 | -0.7 | 1.6 | -9 | -2
CC(=O)n1nc(-c2ccccc2)cc1-c1ccccc1 | 103 | 0.1 | -9 | 7 | -3 | 11 | -0.3 | 4.8 | 2 | -1
Nn1c(SCC(=O)N2CCc3ccccc3C2)nnc1-c1cccs1 | 103 | -0.3 | 5 | 0 | 4 | -7 | 1.8 | -1.9 | 4 | -1
O=C1NCCOC(=O)[C@@H](Cc2ccc(F)cc2)CC/C=C/C[C@H]1CC(=O)N(CCO)Cc1ccccc1 | 94 | 0.1 | -3 | -3 | -2 | 1 | -3.7 | -0.9 | -1 | -1
O=C1C2C3C=CC(C3)C2C(=O)N1c1nc2ccccc2s1 (stereo not drawn) | 96 | 0.3 | 2 | 0 | 2 | -3 | 0.4 | -1.2 | 2 | 1
N=C1/C(=C/c2ccc(OCc3ccccc3F)cc2)C(=O)N=C2SC(CC(=O)N3CCOCC3)=NN12 | 96 | 1.6 | -4 | -7 | -3 | 2 | -0.3 | -0.3 | -1 | 0
CCOC(=O)C1=NN(C(C)=O)C2(CC(=O)N(c3cc(C)cc(C)c3)C2=O)C1 (stereo not drawn) | 102 | -0.2 | -4 | -1 | 1 | 4 | 0.5 | -2.1 | 5 | 1
CCN1CCN(c2ccc(S(=O)(=O)N3CCCCC3)cc2NC(=O)c2cccc(F)c2)CC1 | 89 | 0.0 | 3 | -3 | -9 | 2 | 0.1 | -2.1 | -1 | -3
Cc1noc(C)c1C(=O)NCCCc1ccccc1 | 99 | 1.3 | 1 | 2 | 9 | 0 | 0.9 | -0.5 | 1 | 1
O=C1Nc2ccc3sc4ccccc4c3c2C1=O | 98 | 0.1 | 6 | 0 | -3 | -7 | -0.6 | -0.3 | 1 | 1
Cc1ccc2c(CC(=O)O)coc2c1 | 105 | 0.2 | -12 | -1 | 3 | -2 | -0.1 | -0.5 | 8 | 2
CC(C)NC(=O)C(=O)N/N=C/c1ccco1 | 95 | 0.0 | 4 | 3 | 2 | 0 | 0.6 | 4.1 | 0 | 1
O=C1CN(CC(=O)Nc2cccc(Cl)c2Cl)c2ccccc2N1 | 120 | 0.0 | 17 | 4 | 2 | 8 | 3.2 | 2.3 | 6 | 2
O=C(O)c1cc2nccc(-c3ccco3)n2n1 | 96 | -0.2 | 4 | 2 | 5 | -3 | -0.3 | 1.5 | 8 | 1
COc1ccccc1-c1ccc(SCc2ccc([N+](=O)[O-])cc2)nn1 | 93 | 0.2 | -4 | 3 | -2 | 8 | -0.4 | -0.8 | 3 | -1
CCOc1cc(/C=N\NC(=O)c2ccc(C)nc2)cc([N+](=O)[O-])c1O | 101 | 0.0 | -1 | -1 | -2 | -42 | -1.3 | -3.1 | 0 | 1
O=C(CSc1nc2ncccc2[nH]1)NCCc1ccccc1 | 100 | -0.2 | 5 | 1 | 6 | 5 | -0.6 | -0.3 | 4 | 0
CCNC(=O)N(C)c1nncnc1C(=O)NC | 99 | -0.2 | 7 | -4 | 6 | 6 | -1.4 | -0.6 | 4 | 2
O=C(Cn1ccn(-c2ccc(F)c(F)c2)c(=O)c1=O)NCCc1ccccc1 | 93 | 0.1 | 9 | 4 | -3 | 2 | 0.3 | 0.1 | 10 | 0
COc1ccc(CCNC(=O)CCc2nc3sc4c(c3c(=O)[nH]2)CCCC4)cc1 | 99 | 0.2 | 2 | 0 | -5 | 11 | -0.1 | -1.5 | -6 | 4
CCOc1ccc(C(C(=O)NCC2CCCO2)N(C(=O)c2snc(C(N)=O)c2N)c2ccc(F)cc2)cc1 (stereo not drawn) | 91 | 0.0 | 13 | 2 | 1 | 15 | 1.6 | -2.1 | 0 | -4
O=C(c1cc(F)ccc1F)C1CCCN(C(=O)c2ccc(F)cc2Cl)C1 (stereo not drawn) | 102 | 0.1 | -4 | 0 | 4 | 6 | -0.3 | -1.5 | 0 | 0
Cc1ccc(-c2n[nH]c(=S)n2/N=C/c2ccc(C)s2)cc1 | 103 | -0.3 | -5 | 0 | 3 | 1 | 4.1 | -0.5 | -7 | 0
COc1ccc(C2CC(=O)c3cnc(NC(=O)c4cc(OC)cc(OC)c4)nc3C2)cc1 (stereo not drawn) | 102 | -0.1 | 6 | -3 | 0 | 7 | 0.4 | -2.4 | 0 | 2
O=c1[nH]nc(-c2ccc[nH]2)[nH]1 | 103 | 0.9 | -4 | -5 | 4 | -3 | 7.0 | -0.4 | 7 | -1

Part of the list above, as tab-separated lines:
SMILES	ABCB6 inh 2	aDG glyco up	H9c2 protect	Granule exo inh	HTR2A ag	MC4R antag cAMP	iPSC survival up	MC4R ag barr	ABHD5 PLIN5 PPI	Glyco luc inh
CC(C)NC(=O)C(=O)N/N=C/c1ccco1	95	0.0	4	3	2	0	0.6	4.1	0	1
O=C1CN(CC(=O)Nc2cccc(Cl)c2Cl)c2ccccc2N1	120	0.0	17	4	2	8	3.2	2.3	6	2
O=C(O)c1cc2nccc(-c3ccco3)n2n1	96	-0.2	4	2	5	-3	-0.3	1.5	8	1
